Pol eta inh – inhibitors of human DNA polymerase eta; 390,000 compounds, 1.2% hits; AID 588591; recombinant Pol eta, fluorescent DNA replication assay; Potency, µM (series often up to 114 µM), for inactives: top-dose activity change, negative = inhibition, hits mostly inhibitors; further: potency means the concentration at half of the fitted maximal effect; on the % scale 0 is the no-effect control and ±100 the full control effect
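Pol eta at 10 nM preincubated with compounds 15 min at room temperature; reaction started with fluorescent substrate (50 nM final) and read kinetically at 0 and 10 min.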
POLI inh – inhibitors of human DNA polymerase iota; Q9UNA4; Pol iota fluorescent replication assay, 10 min; Potency, µM (top dose mostly 115 µM), for the others: at the top dose activity, negative = inhibition, hits mostly inhibitors; 390,000 compounds, 1% hits; AID 588590; further: potency means the concentration at half of the fitted maximal effect
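Fluorescent replication assay read twice, at 0 min and 10 min after adding 50 nM (final) substrate. Enzyme (10 nM) and compounds were first incubated 15 min at room temperature; enzyme-free buffer wells were negative controls.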
Pol kappa inh – blocks human DNA polymerase kappa activity | purified Pol kappa, fluorescent DNA synthesis assay, 10 min | Q9UBT6 | 400,000 compounds, 0.53% hits | Potency, µM (highest dose often 107 µM), for inactives: at the highest dose activity, negative = inhibition, usual class: inhibitors; further: potency means the concentration at half of the fitted maximal effect; on the % scale 0 is the no-effect control and ±100 the full control effect
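Here, compound and 10 nM enzyme are combined for 15 min at room temperature; adding 50 nM substrate (final) starts DNA synthesis, tracked by fluorescence at 0 and 10 min against buffer-only wells.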
RXFP1 antag – antagonists of human relaxin receptor RXFP1; Q9HBX9; HEK293-RXFP1, relaxin-stimulated cAMP HTRF, 30 min; stronger effect = lower value; activity change, negative = inhibition, % at 57.5 µM; 350,000 compounds, 0.59% hits;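 active means activity change of -60% or lower, but not beyond a set lower limit; inconclusive means change between -60% and -40%, or beyond the set limit; inactive means change above -40%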; further: on the % scale 0 is the no-effect control and ±100 the full control effect
BLM helicase inh – inhibitors of human Bloom syndrome helicase BLM | Potency, µM (series often up to 56.1 µM), without a hit: at the top dose activity change, negative = inhibition, actives largely listed as inhibitors | 350,000 compounds, 0.2% hits | recombinant BLM DNA unwinding, fluorescence dequenching | P54132;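 further: potency means the concentration at half of the fitted maximal effect; plate controls were vehicle for no effect and no enzyme for full effect; nearly all actives have a fitted effect of over 35% in size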
Target sequence (P54132 whole entry, looked up): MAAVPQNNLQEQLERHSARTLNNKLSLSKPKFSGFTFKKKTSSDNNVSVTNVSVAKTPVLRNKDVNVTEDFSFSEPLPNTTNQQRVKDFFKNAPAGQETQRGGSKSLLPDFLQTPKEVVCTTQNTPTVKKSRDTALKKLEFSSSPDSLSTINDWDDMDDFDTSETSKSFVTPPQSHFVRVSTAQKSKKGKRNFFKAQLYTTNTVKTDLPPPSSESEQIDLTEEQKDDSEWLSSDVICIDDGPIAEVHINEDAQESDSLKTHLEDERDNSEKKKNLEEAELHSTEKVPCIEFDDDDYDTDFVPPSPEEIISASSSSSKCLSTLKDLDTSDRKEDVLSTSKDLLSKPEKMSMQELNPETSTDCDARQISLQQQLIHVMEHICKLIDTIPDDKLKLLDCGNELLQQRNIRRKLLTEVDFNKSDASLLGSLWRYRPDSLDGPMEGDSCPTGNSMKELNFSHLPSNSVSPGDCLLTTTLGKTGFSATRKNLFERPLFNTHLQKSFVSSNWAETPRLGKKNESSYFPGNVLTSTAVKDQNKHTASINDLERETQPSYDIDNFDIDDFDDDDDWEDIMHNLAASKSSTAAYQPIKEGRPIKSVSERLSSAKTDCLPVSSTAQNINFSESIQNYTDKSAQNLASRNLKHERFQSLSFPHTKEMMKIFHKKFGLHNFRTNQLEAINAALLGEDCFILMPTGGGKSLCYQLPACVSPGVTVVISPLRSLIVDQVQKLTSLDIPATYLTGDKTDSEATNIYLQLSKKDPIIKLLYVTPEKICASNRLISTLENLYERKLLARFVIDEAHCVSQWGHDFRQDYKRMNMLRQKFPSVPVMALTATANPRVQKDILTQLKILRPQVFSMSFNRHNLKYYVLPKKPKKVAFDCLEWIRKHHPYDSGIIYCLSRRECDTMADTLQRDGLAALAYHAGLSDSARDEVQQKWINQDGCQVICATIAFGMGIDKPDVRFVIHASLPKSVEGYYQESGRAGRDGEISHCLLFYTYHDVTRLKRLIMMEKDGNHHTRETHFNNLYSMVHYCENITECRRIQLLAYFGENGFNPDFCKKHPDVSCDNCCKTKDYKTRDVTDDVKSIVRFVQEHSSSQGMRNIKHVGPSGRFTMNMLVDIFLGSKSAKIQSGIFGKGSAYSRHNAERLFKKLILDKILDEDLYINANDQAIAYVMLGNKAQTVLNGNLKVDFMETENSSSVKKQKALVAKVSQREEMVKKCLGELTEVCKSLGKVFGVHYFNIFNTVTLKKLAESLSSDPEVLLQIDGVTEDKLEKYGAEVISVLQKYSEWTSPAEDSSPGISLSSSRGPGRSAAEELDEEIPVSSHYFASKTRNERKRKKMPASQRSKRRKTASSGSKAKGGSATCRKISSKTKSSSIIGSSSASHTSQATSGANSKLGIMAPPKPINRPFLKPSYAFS
Apoferritin bind – binds horse apoferritin like a general anesthetic. P02791. apoferritin/1-aminoanthracene competitive binding, fluorescence. Potency, µM (titrated, usually from 77.5 µM), inactives show top-dose activity change, negative = displacement, hits mostly inhibitors. 350,000 compounds, 0.074% hits. AID 485281; further: potency means the concentration at half of the fitted maximal effect; on the % scale 0 is the no-effect control and ±100 the full control effect; nearly all actives have a fitted effect of over 20% in size
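Apoferritin-based anesthetic binding model; compound displacement of fluorescent 1-AMA measured as endpoint fluorescence after 10 minutes at room temperature, scaled to free-ligand and complex controls.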
APE1 inh – APE1 (human) endonuclease inhibition | P27695 | recombinant APE1, TAMRA/BHQ-2 abasic DNA cleavage fluorescence | Potency, µM (highest dose often 65.8 µM), for the others: at the highest dose activity change, negative = inhibition, most hits filed as inhibitors | 350,000 compounds, 0.35% hits | AID 2517;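 further: potency means the concentration at half of the fitted maximal effect; plate controls were vehicle for no effect and reference inhibitor for full effect; nearly all actives have a fitted effect of over 55% in size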
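Compound pre-exposure to 0.75 nM APE1, 15 min at ambient temperature. Reaction initiated with 50 nM TAMRA/BHQ-2 THF substrate, read immediately in kinetic mode, 525 nm excitation, 598 nm emission.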
Pol beta inh – DNA polymerase beta (human) inhibition. P06746. Pol beta primer extension/strand displacement, fluorescence kinetic. AID 485314. 340,000 compounds, 1.3% hits. Potency, µM (series often up to 114 µM), without a hit: at the top dose activity change, negative = inhibition, hits mostly inhibitors; further: potency means the concentration at half of the fitted maximal effect; on the % scale 0 is the no-effect control and ±100 the full control effect
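Human Pol beta at 10 nM; strand-displacement substrate 50 nM final. Compound exposure 15 min at room temperature before start, reaction 10 min at room temperature.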
PGK inhibitor – blocks T. brucei phosphoglycerate kinase; 380,000 compounds, 0.043% hits; P07378; Potency, µM (doses to about 57.5 µM), without a hit: at the top dose activity change, negative = inhibition, most hits filed as inhibitors; PGK/GAPDH coupled, Kinase-Glo luminescence, 60 min; further: potency means the concentration at half of the fitted maximal effect; on the % scale 0 is the no-effect control and ±100 the full control effect; nearly all actives have a fitted effect of over 60% in size
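Luminescent ATP detection (Kinase-Glo Plus) follows a 60-minute room-temperature incubation, with wells lacking PGK as controls. Buffer: 100 mM TEA (pH 7.6), 5 mM MgCl2, 0.01% Tween-20. Coupling enzyme GAPDH (100 nM final) supplies unstable 1,3-BPG in-well.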
* = called active by the depositor; i = inactive; ? = inconclusive; nt = no result given; [ ] = remark or other dose. Unless noted, the call rests on the fitted dose curve; in most records, active means well fitted curve in the direction sought with a large enough effect; inconclusive means small, poorly fitted or top-dose-only effect, or another doubt; inactive means no such curve, though single readings can be large; an effect the other way counts as inactive or inconclusive.

item	mol	BLM helicase inh	POLI inh	Apoferritin bind	PGK inhibitor	Pol kappa inh
1	COc1cc(OC)cc(-c2nc(-c3cc4cc(C)ccc4nc3OC)no2)c1	0%	?	-10%	-4%	-3%
2	Cc1cc(C)c2c(N=NN(C)C)[nH]nc2n1	1%	12%	-9%	0%	-22%
3	Cc1cc(C)n2nc(SCC(=O)Nc3ccc(S(=O)(=O)N(C)C)cc3)nc2n1	nt	42%[activator]	nt	-1%	-10%
4	O=C1N[C@@H](Cc2cn(S(=O)(=O)c3ccc([N+](=O)[O-])cc3)c3ccccc23)C(=O)N[C@H]1Cc1ccccc1	nt	-29%	nt	-7%	-4%
5	CCO[C@H]1OC(C(=O)N2CCN(Cc3ccc4c(c3)OCO4)CC2)=C[C@@H](C2CCCCC2)[C@@H]1CCCO	-5%	8%	-14%	-4%	0%
6	Cc1cc(Cl)ccc1OCC(=O)NNC(=O)CCOc1ccccc1	nt	19%	nt	-9%	1%
7	Cc1c(-c2cccc(NC(=O)c3ccc(F)c(F)c3)c2)nc2ncccn12	-5%	30%[activator]	92%[activator]	-8%	-3%[60.1 µM]
8	Cc1ccc(S(=O)(=O)NCC(=O)OCN2C(=O)c3ccccc3C2=O)cc1	1%	-6%	-14%	i	-4%

item	Pol eta inh	Pol beta inh	APE1 inh	RXFP1 antag
1	-2%	-2%	1%	3
2	1%	25%	-2%	-4
3	-12%	nt	-18%	6
4	-1%	nt	nt	nt
5	-8%	?	2%	nt
6	-25%	nt	39%[activator]	1
7	-2%	2%	nt	11
8	-20%	5%	7%	1

More entries follow.
item	mol	BLM helicase inh	POLI inh	Apoferritin bind	PGK inhibitor	Pol kappa inh
9	COc1ccc(/C=C(\NC(=O)c2cccs2)C(=O)NCc2ccco2)cc1OC	1%	135%[activator]	-3%	2%	3%
10	COc1ccccc1/C=N/NC(=O)c1ccc(CN2C(=O)c3cccc4cccc2c34)cc1	-3%	?	7%	-10%	-18%
11	CCCS(=O)(=O)c1nc(S(=O)(=O)c2ccc(C)cc2)c(N2CCN(C)CC2)s1	2%	10%	-6%	-3%	6%
12	N#C/C(=C(/O)CSc1ncn[nH]1)c1nc2ccccc2[nH]1	-13%	-9%	-3%	-3%	-13%
13	C=CCNC(=O)c1ccc(-c2nc(-c3ccc(Cl)cc3Cl)cs2)cc1	1%	-5%	31%[activator]	-7%	-7%
14	NS(=O)(=O)c1ccc(CCNCc2ccccc2OCc2ccc(Cl)cc2)cc1	6%	6%	-19%	-11%	-3%
15	CCN(CC)S(=O)(=O)c1ccc(Oc2cccc(C(C)=O)c2)nc1	-5%	13%	?	-2%	0%
16	CC(=O)Oc1cccc(N2C(=O)C3C4C=CC(C4=C(C)C)C3C2=O)c1 (stereo not given)	-2%	4%	-1%	5%	-6%

item	Pol eta inh	Pol beta inh	APE1 inh	RXFP1 antag
9	-19%	20%	2%	-3
10	-10%	-26%	-5%	-6
11	-18%	0%	-1%	5
12	?	?	-1%	-2
13	-7%	8%	0%	0
14	-12%	-15%	5%	?
15	-2%	9%	1%	5
16	4%	-3%	12%	8

Quoted from the listing.
CCCS(=O)(=O)c1nc(S(=O)(=O)c2ccc(C)cc2)c(N2CCN(C)CC2)s1 @ PGK inhibitor: -3%
COc1ccc(/C=C(\NC(=O)c2cccs2)C(=O)NCc2ccco2)cc1OC @ Pol beta inh: 20%

An excerpt from above, reduced to Apoferritin bind:
entry	mol	Apoferritin bind
12	N#C/C(=C(/O)CSc1ncn[nH]1)c1nc2ccccc2[nH]1	-3%
10	COc1ccccc1/C=N/NC(=O)c1ccc(CN2C(=O)c3cccc4cccc2c34)cc1	7%
15	CCN(CC)S(=O)(=O)c1ccc(Oc2cccc(C(C)=O)c2)nc1	?
14	NS(=O)(=O)c1ccc(CCNCc2ccccc2OCc2ccc(Cl)cc2)cc1	-19%
9	COc1ccc(/C=C(\NC(=O)c2cccs2)C(=O)NCc2ccco2)cc1OC	-3%
16	CC(=O)Oc1cccc(N2C(=O)C3C4C=CC(C4=C(C)C)C3C2=O)c1 (stereo not given)	-1%

(next part)
item	mol	BLM helicase inh	POLI inh	Apoferritin bind	PGK inhibitor	Pol kappa inh
17	COc1ccccc1C(=O)NC(CCSC)C(=O)NCC(c1ccco1)N(C)C (stereo not given)	1%	13%	-11%	-9%	-2%
18	CC1CCC(NC(=O)c2ccc(NS(=O)(=O)c3ccc4[nH]c(=O)[nH]c4c3)cc2)CC1 (stereo not given)	nt	17%	nt	-2%	-13%
19	CCN(C(=N)N=C(N)N)c1ccccc1	13%	-17%	-4%	i	-2%
20	CCOc1cccc(-c2c(C(=O)N/N=C/c3ccncc3)nnn2-c2nonc2N)c1	-1%	-21%	-23%	1%	-30%
21	CCc1cccc(NC(=O)c2sc3nc[nH]c(=O)c3c2C)c1	-1%	9%	-5%	i	-7%[60.1 µM]
22	CCn1c2ccccc2c2nnc(SCC(=O)NCCOC)nc21	-4%	8%	3%	2%	-12%
23	O=S(=O)(Nc1ccccn1)c1cccc(S(=O)(=O)c2ccc(Cl)cc2)c1	0%	69%[activator]	-23%	-3%	-14%
24	CCC(=O)N(CCc1ccccc1)Cc1cc2cc(OC)ccc2[nH]c1=O	-2%	10%	-8%	-9%	-10%

item	Pol eta inh	Pol beta inh	APE1 inh	RXFP1 antag
17	8%	26%	-3%	-5
18	-7%	nt	25%	-13
19	-5%	0%	1%	7
20	10%	-1%	-8%	9
21	-8%	-27%	nt	-28
22	-10%	0%	3%	13
23	-13%	-1%	-3%	-4
24	-6%	14%	4%	16

(next part)
item	mol	BLM helicase inh	POLI inh	Apoferritin bind	PGK inhibitor	Pol kappa inh
25	S=C(NCc1ccccc1)N1CCn2cccc2C1c1ccncc1 (stereo not given)	-4%	-24%	-13%	-11%	6%
26	Cc1ccc2nc(-c3ccc(SCC(=O)N4CCc5ccccc54)nc3)[nH]c2c1	-1%	?	-9%	0%	-12%
27	CCn1c(=O)cc(OCC(=O)Nc2ccc(C)cn2)c2ccccc21	3%	22%	-8%	16%	-16%
28	CCN1CCN(c2nc3ccccc3nc2C(C#N)S(=O)(=O)c2ccc(C)cc2)CC1 (stereo not given)	-1%	14%	-14%	-6%	-17%
29	CCNc1c(NC(=O)c2ccccc2OCC)c(=O)oc2ccccc12	-1%	23%	47%[activator]	-8%	0%
30	O=C(CSc1nc2ccccc2[nH]1)NC1CCCC1	-15%	?	-7%	-9%	?
31	C=CCC[C@@H](Cc1ccc(F)cc1)C(=O)OC[C@@H](Cc1c[nH]c2ccccc12)NC(=O)[C@@H](CC=C)CC(=O)NCCO	nt	2%	nt	-12%	-5%
32	O=C(Nc1nnc(C2CC2)s1)c1cc2c(s1)CCCCCC2	0%	nt	-9%	nt	nt

item	Pol eta inh	Pol beta inh	APE1 inh	RXFP1 antag
25	-17%	19%	-2%	-5
26	?	-18%	16%	-2
27	-20%	2%	1%	-3
28	-20%	11%	10%	-2
29	-15%	2%	nt	0
30	40µM*	14µM*	?	-2
31	-13%	nt	-3%	nt
32	nt	0%	-1%	nt

(cont.)
item	mol	BLM helicase inh	POLI inh	Apoferritin bind	PGK inhibitor	Pol kappa inh
33	COc1ccc(NC(=O)c2ccccc2SC)c(OC)c1	3%	17%	-12%	2%	2%
34	CCOC(=O)C1C(=O)C=C(c2ccc(C)cc2)CC1c1ccco1 (stereo not given)	-10%	11%	-24%	i	-8%
35	COc1ccc(C(CNC(=O)c2ccc(OC)c(S(=O)(=O)N3CCCC3)c2)N2CCCC2)cc1 (stereo not given)	nt	22%	nt	7%	2%
36	C=CCn1c(CSCc2ccc(C)cc2)nnc1SCC(=O)NCc1ccccc1	-5%	1%	?	-3%	0%
37	NC(=O)c1ccc(NC(=O)COC(=O)c2ccc(Br)c(S(=O)(=O)N3CCOCC3)c2)cc1	nt	-4%	nt	-4%	-14%
38	Cc1ccc(C2CC(c3cccs3)=NN2C(=O)c2ccc(Br)o2)cc1 (stereo not given)	0%	0%	-9%	-1%	-3%
39	Cc1cc(=O)n2[nH]c(-c3sccc3-n3c(C)ccc3C)cc2n1	-11%	20µM*	-6%	-5%	?
40	CCOC(=O)c1sc(C)c2c1NC(C)(c1ccccc1)NC2=O (stereo not given)	-6%	-6%	-13%	-8%	-17%

item	Pol eta inh	Pol beta inh	APE1 inh	RXFP1 antag
33	-4%	9%	2%	4
34	1%	24%	14%	-11
35	0%	nt	1%	-7
36	-8%	-1%	-3%	-6
37	-9%	nt	nt	-6
38	-8%	8%	6%	-17
39	22µM*	45µM*	1%	-38
40	-11%	31%	-5%	10

Going on with the list.
item	mol	BLM helicase inh	POLI inh	Apoferritin bind	PGK inhibitor	Pol kappa inh
41	CCc1noc(C)c1C(=O)NNC(=O)c1ccccc1F	nt	-13%	nt	-1%	11%
42	CC(=O)c1c(C)[nH]c(C(=O)OCC(=O)Nc2ccc([N+](=O)[O-])cc2Cl)c1C	-14%	15%	4%	-2%	-3%
43	S=c1c2[nH]cnc2ncn1CCSc1ncnc2nc[nH]c12	nt	13%	nt	i	-10%
44	COc1ccc(N(C(=O)c2ccccc2C)S(=O)(=O)c2ccc(C)cc2)cc1	-5%	3%	-5%	i	-3%
45	CCCCCCCCCOC(=O)C(CC(=O)O)N1CCOCC1 (stereo not given)	-4%	8%	-18%	6%	-9%
46	CC(O)(CS(=O)(=O)Cc1ccccc1Cl)C(=O)Nc1cccc(C(F)(F)F)c1 (stereo not given)	-5%	-16%	-16%	-1%	-12%
47	COc1ccc(C2CC(c3ccc(Cl)cc3Cl)Nc3nc(N)nn32)cc1OC (stereo not given)	0%	31%[activator]	-16%	-3%	7%

item	Pol eta inh	Pol beta inh	APE1 inh	RXFP1 antag
41	-2%	nt	24%	20
42	-8%	3%	-3%	-5
43	-9%	nt	nt	0
44	-17%	1%	nt	0
45	-7%	17%	12%	-8
46	-9%	3%	1%	1
47	-18%	19%	-6%	-9

Screens deposited in PubChem BioAssay by National Center for Advancing Translational Sciences (NCATS).

Not all compounds are listed; the hit share may differ from the screen's.
